Compound activity deposited in PubChem by Broad Institute.
TcdB inh – TcdB glycohydrolase inhibitors, primary screen, biochemical, single point, plate reader. TcdB glycohydrolase enzymatic assay. actives 0.24% (n = 350,000). Toxin B (Clostridioides difficile), P18177. inhibition, % at 9.99 µM; in the data active = inhibition above about 10%
Target sequence (P18177 whole entry, looked up): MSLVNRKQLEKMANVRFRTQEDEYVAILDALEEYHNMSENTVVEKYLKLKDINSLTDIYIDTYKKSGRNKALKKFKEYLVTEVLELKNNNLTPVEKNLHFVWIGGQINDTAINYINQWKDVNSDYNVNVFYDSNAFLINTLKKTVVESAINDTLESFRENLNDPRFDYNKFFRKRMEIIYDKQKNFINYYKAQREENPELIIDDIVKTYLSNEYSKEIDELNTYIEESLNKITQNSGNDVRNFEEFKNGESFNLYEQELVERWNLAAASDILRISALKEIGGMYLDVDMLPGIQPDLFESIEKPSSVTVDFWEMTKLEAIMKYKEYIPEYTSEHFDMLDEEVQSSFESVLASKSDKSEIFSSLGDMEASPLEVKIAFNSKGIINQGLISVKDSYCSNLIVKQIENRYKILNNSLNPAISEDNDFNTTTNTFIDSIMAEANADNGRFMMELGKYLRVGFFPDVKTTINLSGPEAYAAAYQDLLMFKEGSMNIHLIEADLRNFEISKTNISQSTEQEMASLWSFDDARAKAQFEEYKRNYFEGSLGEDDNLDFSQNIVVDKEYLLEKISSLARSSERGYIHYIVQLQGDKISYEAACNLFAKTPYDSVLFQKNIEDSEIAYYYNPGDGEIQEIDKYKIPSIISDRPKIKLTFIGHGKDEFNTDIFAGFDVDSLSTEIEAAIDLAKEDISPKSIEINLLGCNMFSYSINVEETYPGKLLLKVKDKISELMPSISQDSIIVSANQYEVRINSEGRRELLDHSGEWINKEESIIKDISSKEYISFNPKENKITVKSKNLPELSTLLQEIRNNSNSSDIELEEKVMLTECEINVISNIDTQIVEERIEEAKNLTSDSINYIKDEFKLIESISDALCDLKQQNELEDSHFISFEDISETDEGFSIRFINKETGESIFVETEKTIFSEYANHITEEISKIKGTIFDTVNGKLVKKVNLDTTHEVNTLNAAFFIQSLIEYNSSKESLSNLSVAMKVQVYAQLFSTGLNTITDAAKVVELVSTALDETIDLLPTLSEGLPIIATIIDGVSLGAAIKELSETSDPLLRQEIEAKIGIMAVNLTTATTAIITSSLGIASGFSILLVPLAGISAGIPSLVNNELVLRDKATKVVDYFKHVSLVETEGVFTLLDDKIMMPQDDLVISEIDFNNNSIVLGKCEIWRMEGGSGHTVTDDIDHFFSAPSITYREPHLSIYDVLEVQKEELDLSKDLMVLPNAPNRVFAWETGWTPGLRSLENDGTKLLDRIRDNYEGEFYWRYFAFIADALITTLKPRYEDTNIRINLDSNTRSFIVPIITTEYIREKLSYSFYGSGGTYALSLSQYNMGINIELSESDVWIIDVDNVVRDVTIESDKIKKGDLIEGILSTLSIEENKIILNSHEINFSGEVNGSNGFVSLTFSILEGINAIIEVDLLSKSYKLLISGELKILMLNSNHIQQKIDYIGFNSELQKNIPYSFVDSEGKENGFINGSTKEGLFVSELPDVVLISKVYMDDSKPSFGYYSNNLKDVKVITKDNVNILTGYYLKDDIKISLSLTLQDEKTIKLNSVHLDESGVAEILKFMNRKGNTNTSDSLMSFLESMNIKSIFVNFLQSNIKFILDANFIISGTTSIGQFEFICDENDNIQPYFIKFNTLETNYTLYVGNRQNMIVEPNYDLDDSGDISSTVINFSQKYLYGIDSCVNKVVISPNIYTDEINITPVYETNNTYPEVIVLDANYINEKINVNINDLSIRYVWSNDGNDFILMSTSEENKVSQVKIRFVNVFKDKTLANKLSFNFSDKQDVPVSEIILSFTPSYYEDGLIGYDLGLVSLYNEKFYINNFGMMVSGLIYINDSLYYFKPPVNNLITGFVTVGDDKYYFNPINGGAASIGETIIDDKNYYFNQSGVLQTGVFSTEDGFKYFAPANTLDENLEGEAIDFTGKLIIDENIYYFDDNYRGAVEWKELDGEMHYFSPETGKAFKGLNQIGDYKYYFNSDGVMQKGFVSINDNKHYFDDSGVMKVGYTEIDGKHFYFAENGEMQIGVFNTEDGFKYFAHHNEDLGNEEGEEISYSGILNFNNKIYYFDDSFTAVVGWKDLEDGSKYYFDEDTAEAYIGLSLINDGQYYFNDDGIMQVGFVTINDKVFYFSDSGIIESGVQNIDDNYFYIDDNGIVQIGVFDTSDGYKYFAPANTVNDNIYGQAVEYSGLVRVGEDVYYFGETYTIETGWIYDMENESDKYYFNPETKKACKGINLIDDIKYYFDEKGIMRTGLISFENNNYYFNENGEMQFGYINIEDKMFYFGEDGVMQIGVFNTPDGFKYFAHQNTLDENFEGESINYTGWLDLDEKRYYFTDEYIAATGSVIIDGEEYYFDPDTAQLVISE
* marks the source's active call; other numbers are inactive results. Some of the compounds tested, so the mix of outcomes need not match the whole.

For COc1ccccc1CNC(=O)C[C@@H]1C[C@@H]2c3cc(NC(=O)C4CCOCC4)ccc3O[C@@H]2[C@H](CO)O1 the results were TcdB inh -1.4.
Screening COc1ccc2c3c(n(C)c2c1)[C@H](CO)N(S(C)(=O)=O)CC31CN(C(=O)Nc2cccc(F)c2)C1 returned TcdB inh 1.0.
Screening CC(C)NC(=O)N[C@@H]1C=C[C@@H](CC(=O)NC2Cc3ccccc3C2)O[C@@H]1CO returned TcdB inh -0.4.
For C[C@@H]1CN([C@H](C)CO)C(=O)c2cc(NS(=O)(=O)c3cn(C)cn3)ccc2O[C@H]1CN(C)Cc1ccc(Oc2ccccc2)cc1 the results were TcdB inh -0.1.
CN(C)C(=O)[C@H]1[C@H](CO)[C@H]2Cn3c(ccc(C4=CCCC4)c3=O)[C@@H]1N2Cc1ccccn1 was read as TcdB inh -0.5.
Screening C[C@H]1CN([C@@H](C)CO)C(=O)c2cc(NC(=O)CCCCCC(=O)Nc3ccccc3N)ccc2O[C@@H]1CN(C)C returned TcdB inh -0.4.
`O=C(C[C@@H]1CC[C@@H]2[C@H](COC[C@H](O)CN2C(=O)c2ccccc2)O1)N1CCOCC1` gave TcdB inh 0.4.
`COc1ccccc1-c1ccc2c(c1)O[C@@H](CN(C)C(=O)c1cccnc1)[C@H](C)CN([C@H](C)CO)S2(=O)=O` gave TcdB inh 0.2.
`COc1ccccc1S(=O)(=O)N[C@H]1C=C[C@H](CC(=O)NCc2cccc(F)c2)O[C@@H]1CO` gave TcdB inh 0.2.
For CCS(=O)(=O)Nc1ccc2c(c1)C(=O)N(C)[C@H]1CC[C@H](CC(=O)NCc3ccc(OC)cc3)O[C@H]1CO2 the results were TcdB inh 0.4.
O=C(C[C@H]1C=C[C@H](NS(=O)(=O)c2ccc(F)cc2)[C@H](CO)O1)NCc1ccccc1F was read as TcdB inh 0.2.
For CNC[C@@H]1Oc2ccc(NC(=O)C3CC3)cc2C(=O)N([C@@H](C)CO)C[C@@H]1C the results were TcdB inh 0.2.
Screening CCCC#Cc1ccc([C@@H]2[C@H](CO)N3C(=O)CN(C(=O)Nc4ccccc4F)C[C@@H]23)cc1 returned TcdB inh 0.0.
C[C@@H]1CN([C@@H](C)CO)S(=O)(=O)c2ccc(C#CC3CC3)cc2O[C@H]1CN(C)C(=O)C1CCC1 was read as TcdB inh 0.3.
Screening COc1ccccc1C#Cc1ccc([C@H]2[C@@H](C#N)N(C(=O)C3CCCCC3)[C@H]2CO)cc1 returned TcdB inh -0.3.
For O=S(=O)(c1ccccc1)N1CCCCN2[C@H](CO)[C@H](c3ccc(-c4cncnc4)cc3)[C@H]2C1 the results were TcdB inh -0.3.
For C[C@H](CO)N1C[C@H](C)[C@H](CN(C)C(=O)c2ccncc2)OCCCC[C@H](C)Oc2ccc(NC(=O)c3ccccc3)cc2C1=O the results were TcdB inh -4.0.
Screening Cn1cnc(S(=O)(=O)N[C@@H]2CC[C@@H](CC(=O)NCC3CC3)O[C@H]2CO)c1 returned TcdB inh 0.7.
CCCNC(=O)Nc1ccc2c(c1)OC[C@@H](C)N(C(=O)C1CC1)C[C@H](C)[C@@H](OC)CN(C)C2=O was read as TcdB inh -5.7.
`C[C@@H]1CCCCO[C@H](CN(C)Cc2ccc3c(c2)OCO3)[C@@H](C)CN([C@H](C)CO)C(=O)c2cc(NC(=O)Nc3ccc4c(c3)OCO4)ccc2O1` gave TcdB inh -0.2.
`C[C@@H]1CCCCO[C@@H](CN(C)C(=O)c2ccncc2)[C@H](C)CN([C@@H](C)CO)C(=O)c2cc(N(C)C)ccc2O1` gave TcdB inh -11.
For Cc1cccc(S(=O)(=O)N2C[C@@H](O)COC[C@@H]3O[C@@H](CC(=O)NCc4ccc5c(c4)OCO5)CC[C@H]32)c1 the results were TcdB inh 0.2.
`CN(C)C(=O)C[C@@H]1CC[C@@H]2[C@H](COC[C@@H](O)CN2S(=O)(=O)c2ccccc2)O1` gave TcdB inh -1.4.
`N#C[C@H]1[C@H](c2ccc(C3=CCCC3)cc2)[C@H](CO)N1C(=O)NC1CCCC1` gave TcdB inh -0.9.
For Cc1ccc(S(=O)(=O)N2[C@H](CC(=O)c3ccc(F)cc3)OC[C@@H]2C(C)C)cc1 the results were TcdB inh 1.1.
Screening COc1ccc([Si](C)(C)[C@@H]2[C@@H](CCn3cc([C@H](O)c4ccccc4)nn3)O[C@]3(C(=O)N(Cc4cccc(N5CCC5=O)c4)c4ccccc43)[C@H]2C)cc1 returned TcdB inh -3.6.
`CNC[C@@H]1Oc2c(NC(=O)c3ccc(-c4nccs4)cc3)cccc2C(=O)N([C@H](C)CO)C[C@@H]1C` gave TcdB inh -0.6.
Screening CCCC(=O)Nc1ccc2c(c1)OC[C@@H](C)N(Cc1ccccc1F)C[C@@H](C)[C@H](OC)CN(C)C2=O returned TcdB inh 0.0.
C[C@H](CO)N1C[C@H](C)[C@H](CN(C)Cc2ccc(C(=O)O)cc2)Oc2ccc(NC(=O)Cn3cnnn3)cc2CC1=O was read as TcdB inh 0.3.
CO[C@@H]1CN(C)C(=O)c2ccc(NC(=O)Nc3ccccc3F)cc2OC[C@@H](C)N(C(C)=O)C[C@H]1C was read as TcdB inh -0.2.
O=C(C[C@H]1C=C[C@H](NC(=O)Nc2cc(F)ccc2F)[C@H](CO)O1)NCc1ccc2c(c1)OCO2 was read as TcdB inh -6.0.
For CN1C(=O)c2cc(NC(=O)c3cccs3)ccc2OC[C@@H]2O[C@@H](CC(=O)N3CCOCC3)CC[C@@H]21 the results were TcdB inh 0.1.
For CC(C)NC(=O)N(C)C[C@@H]1OCCCC[C@H](C)Oc2ccc(NC(=O)c3ccccc3)cc2C(=O)N([C@H](C)CO)C[C@H]1C the results were TcdB inh -0.5.
For C[C@@H](NC(=O)C[C@H]1C[C@@H]2c3cc(NC(=O)C4CCOCC4)ccc3O[C@@H]2[C@H](CO)O1)c1ccccc1 the results were TcdB inh -0.3.
For C[C@@H]1CN([C@@H](C)CO)S(=O)(=O)c2ccc(-c3ccccc3)cc2O[C@@H]1CN(C)S(C)(=O)=O the results were TcdB inh 0.3.
Screening COc1cccc(S(=O)(=O)N(C)C[C@@H]2Oc3ncc(C#Cc4ccccc4)cc3C(=O)N([C@H](C)CO)C[C@@H]2C)c1 returned TcdB inh 1.3.
For C/C=C/c1ccc([C@@H]2[C@@H](CO)N3CCCCN(S(=O)(=O)c4cccc(C)c4)C[C@H]23)cc1 the results were TcdB inh 0.3.
Screening O=C(C(=O)N1CCN(c2ccccc2)CC1)c1ccco1 returned TcdB inh 1.7.
`CNC[C@H]1Oc2ncc(C#CCC(C)C)cc2C(=O)N([C@H](C)CO)C[C@H]1C` gave TcdB inh -2.0.
C[C@H](CO)N1C[C@H](C)[C@H](CN(C)C(=O)Nc2cccc3ccccc23)Oc2ccc(NC(=O)NC3CCCCC3)cc2CC1=O was read as TcdB inh 0.2.

Nothing new here: entries from further up.
O=C(C[C@H]1C=C[C@H](NC(=O)Nc2cc(F)ccc2F)[C@H](CO)O1)NCc1ccc2c(c1)OCO2 was read as TcdB inh -6.0.
For CN1C(=O)c2cc(NC(=O)c3cccs3)ccc2OC[C@@H]2O[C@@H](CC(=O)N3CCOCC3)CC[C@@H]21 the results were TcdB inh 0.1.
For CC(C)NC(=O)N(C)C[C@@H]1OCCCC[C@H](C)Oc2ccc(NC(=O)c3ccccc3)cc2C(=O)N([C@H](C)CO)C[C@H]1C the results were TcdB inh -0.5.
For C[C@@H](NC(=O)C[C@H]1C[C@@H]2c3cc(NC(=O)C4CCOCC4)ccc3O[C@@H]2[C@H](CO)O1)c1ccccc1 the results were TcdB inh -0.3.
For C[C@@H]1CN([C@@H](C)CO)S(=O)(=O)c2ccc(-c3ccccc3)cc2O[C@@H]1CN(C)S(C)(=O)=O the results were TcdB inh 0.3.
Screening COc1cccc(S(=O)(=O)N(C)C[C@@H]2Oc3ncc(C#Cc4ccccc4)cc3C(=O)N([C@H](C)CO)C[C@@H]2C)c1 returned TcdB inh 1.3.
For C/C=C/c1ccc([C@@H]2[C@@H](CO)N3CCCCN(S(=O)(=O)c4cccc(C)c4)C[C@H]23)cc1 the results were TcdB inh 0.3.
Screening O=C(C(=O)N1CCN(c2ccccc2)CC1)c1ccco1 returned TcdB inh 1.7.
`CNC[C@H]1Oc2ncc(C#CCC(C)C)cc2C(=O)N([C@H](C)CO)C[C@H]1C` gave TcdB inh -2.0.
C[C@H](CO)N1C[C@H](C)[C@H](CN(C)C(=O)Nc2cccc3ccccc23)Oc2ccc(NC(=O)NC3CCCCC3)cc2CC1=O was read as TcdB inh 0.2.

Next records
Screening C[C@H](CO)N1C[C@H](C)[C@@H](CN(C)Cc2ccccc2)Oc2ccc(NC(=O)CCCN(C)C)cc2C1=O returned TcdB inh -0.4.
Screening O=C(C[C@@H]1CC[C@@H]2[C@H](COC[C@@H](O)CN2C(=O)c2ccccn2)O1)N1CCN(c2ccccc2)CC1 returned TcdB inh 1.6.
`C[C@@H]1CCCCO[C@H](CN(C)Cc2ccc3c(c2)OCO3)[C@H](C)CN([C@@H](C)CO)C(=O)c2cc(NS(=O)(=O)c3ccccc3)ccc2O1` gave TcdB inh 0.4.
`CCNC(=O)C[C@@H]1CC[C@@H]2[C@H](COc3ccc(NC(=O)Nc4ccc(F)cc4)cc3C(=O)N2C)O1` gave TcdB inh 1.5.
`Cc1noc(C)c1NC(=O)Nc1ccc2c(c1)CC(=O)N([C@@H](C)CO)C[C@H](C)[C@@H](CN(C)CC1CC1)O2` gave TcdB inh 0.2.
C[C@H](CO)N1C[C@H](C)[C@H](CN(C)C(=O)Cc2ccccn2)Oc2ncc(-c3cncnc3)cc2C1=O was read as TcdB inh -0.2.
Screening CO[C@@H]1CN(C)C(=O)c2cc(NS(=O)(=O)c3cccc(F)c3)ccc2OC[C@@H](C)N(Cc2cc(F)ccc2F)C[C@@H]1C returned TcdB inh 1.5.
For O=C(C[C@@H]1CC[C@@H]2[C@H](COC[C@@H](O)CN2Cc2ccncc2)O1)NCc1ccncc1 the results were TcdB inh -1.1.
Screening C[C@@H]1CN([C@H](C)CO)C(=O)c2cc(C#C[C@@H](C)O)cnc2O[C@@H]1CN(C)Cc1ccccn1 returned TcdB inh -1.3.
O=C(NC1CCCC1)N1CCCCN2[C@H](CO)[C@@H](c3ccc(-c4ccncc4)cc3)[C@H]2C1 was read as TcdB inh 0.9.
COc1ccc(NC(=O)N(C)C[C@H]2Oc3c(NC(=O)Nc4ccc(F)cc4)cccc3C(=O)N([C@@H](C)CO)C[C@H]2C)cc1 was read as TcdB inh 1.2.
Screening C[C@H](CO)N1C[C@H](C)[C@@H](CN(C)Cc2ccc(C(F)(F)F)cc2)Oc2c(NS(=O)(=O)c3ccccc3)cccc2C1=O returned TcdB inh 0.8.
Screening O=C(C[C@H]1C=C[C@H](NS(=O)(=O)c2ccc(F)cc2)[C@H](CO)O1)NC1CCC1 returned TcdB inh -0.3.
For O=C(C[C@@H]1CC[C@@H]2[C@H](COC[C@@H](O)CN2C(=O)c2cnccn2)O1)NCc1ccccc1 the results were TcdB inh -0.1.
Screening O=C(N[C@H]1CC[C@H](CCn2cc(-c3ccccn3)nn2)O[C@H]1CO)c1ccccc1 returned TcdB inh 1.1.
`Cc1noc(C)c1NC(=O)N(C)C[C@H]1Oc2ccc(NC(=O)CCCCCC(=O)Nc3ccccc3N)cc2CC(=O)N([C@H](C)CO)C[C@H]1C` gave TcdB inh 0.4.
Screening CO[C@@H]1CC[C@H]2CCN(C)C(=O)C[C@H](c3ccccc3)CN(C)C(=O)c3cc(C#N)ccc3OC[C@H]1O2 returned TcdB inh 0.9.
`Cc1noc(C)c1NC(=O)NCC[C@@H]1CC[C@@H](NC(=O)Cc2cccnc2)[C@H](CO)O1` gave TcdB inh 1.0.
CCC(=O)N1C[C@H](C)[C@H](OC)CN(C)C(=O)c2cc(NC(=O)NC3CCCC3)ccc2OC[C@H]1C was read as TcdB inh 0.2.
Cc1ccc(S(=O)(=O)Nc2cccc3c2O[C@H](CN(C)Cc2ccccc2)[C@@H](C)CN([C@@H](C)CO)C3=O)cc1 was read as TcdB inh 1.2.
`CCCCCN(C(=O)CCc1cn(CCCCC)c2ccccc12)c1ccc(Oc2cccnc2)cc1` gave TcdB inh 0.7.
CC(=O)N(C)C[C@H]1Oc2cc(C#C[C@H](C)O)ccc2S(=O)(=O)N([C@@H](C)CO)C[C@H]1C was read as TcdB inh 0.5.
Screening OC[C@@H]1[C@H](c2ccccc2)C2(CN(CCC(F)(F)F)C2)N1Cc1nccs1 returned TcdB inh 0.2.
COc1ccc(S(=O)(=O)Nc2ccc3c(c2)CC(=O)N([C@H](C)CO)C[C@@H](C)[C@H](CN(C)Cc2ccc4c(c2)OCO4)O3)cc1 was read as TcdB inh -2.0.
For O=C(CC1CC1)Nc1ccc2c(c1)[C@H]1C[C@@H](CC(=O)NC3CCCC3)O[C@H](CO)[C@H]1O2 the results were TcdB inh -0.1.
Screening Cc1ccccc1-c1cnc2c(c1)C(=O)N([C@@H](C)CO)C[C@@H](C)[C@@H](CN(C)CC1CCOCC1)O2 returned TcdB inh -0.8.
`Cc1noc(C)c1NC(=O)N(C)C[C@@H]1OCCCC[C@@H](C)Oc2ccc(NS(=O)(=O)c3cccs3)cc2C(=O)N([C@@H](C)CO)C[C@H]1C` gave TcdB inh -0.1.
`C[C@H](CO)N1C[C@H](C)[C@@H](CN(C)CC2CCCCC2)OCCCC[C@H](C)Oc2ccc(NS(=O)(=O)c3cn(C)cn3)cc2C1=O` gave TcdB inh -0.4.
C[C@H](CO)N1C[C@H](C)[C@H](CN(C)Cc2ccncc2)Oc2cc(-c3cncnc3)ccc2S1(=O)=O was read as TcdB inh 0.7.
Screening COC(=O)[C@]12C[C@H](CC(=O)N3CCCCC3)C(=O)N(CCC3=CCCCC3)C1=C[C@H](C(C)(C)C)O[C@@H]2C returned TcdB inh 0.8.
Screening Fc1ccccc1CN1[C@@H]2CNC[C@H]1C2c1ccc(-c2ccncc2)cc1 (some centres not stated) returned TcdB inh -0.2.
CCCNC(=O)N1CC2(CCN(S(C)(=O)=O)CC2)c2c(n(C)c3cc(OC)ccc23)[C@H]1CO was read as TcdB inh 0.5.
Screening CC(C)C#Cc1cnc2c(c1)C(=O)N([C@H](C)CO)C[C@H](C)[C@@H](CN(C)C(=O)c1ccccn1)O2 returned TcdB inh 1.2.
For O=C(C[C@H]1C[C@H]2c3cc(NC(=O)NC4CCCC4)ccc3O[C@H]2[C@H](CO)O1)NCc1ccc2c(c1)OCO2 the results were TcdB inh -0.5.
